Screening data from PubChem BioAssay.
mcGAS MS inh: blocks mouse cGAS cGAMP production; recombinant mouse cGAS, cGAMP by RapidFire MS; Q8C6L5; 130,000 compounds, 0.18% hits; inhibition, % at 12.5 µM;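 active means inhibition of cGAS enzyme activity at or above 60%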;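 further: enzyme stimulated by 45 bp dsDNA with ATP and GTP substrates; cGAMP share of summed cGAMP plus half ATP and half GTP signals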
Target sequence (Q8C6L5 whole entry, looked up): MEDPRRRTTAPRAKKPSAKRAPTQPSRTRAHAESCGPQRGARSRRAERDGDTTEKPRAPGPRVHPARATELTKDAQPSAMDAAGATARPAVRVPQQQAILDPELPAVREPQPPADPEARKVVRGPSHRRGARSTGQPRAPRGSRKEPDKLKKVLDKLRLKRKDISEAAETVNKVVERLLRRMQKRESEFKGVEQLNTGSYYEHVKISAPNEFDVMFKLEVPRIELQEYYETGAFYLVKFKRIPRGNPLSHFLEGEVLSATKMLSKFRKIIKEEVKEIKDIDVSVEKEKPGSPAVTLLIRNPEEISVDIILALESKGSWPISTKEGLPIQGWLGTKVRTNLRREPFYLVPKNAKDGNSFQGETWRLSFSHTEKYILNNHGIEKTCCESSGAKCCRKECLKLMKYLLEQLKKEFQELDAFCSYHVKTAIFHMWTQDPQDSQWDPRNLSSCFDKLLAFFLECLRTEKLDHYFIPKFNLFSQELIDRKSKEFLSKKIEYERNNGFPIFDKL
Numbers without * were called inactive; & = joins results of further samples. This is a subset (hit frequency here may not be typical).

cpd	compound	mcGAS MS inh
1	O=c1cnn([C@@H]2O[C@H](CO)[C@@H](O)[C@H]2O)c(=O)[nH]1	-1
2	CCOc1ccc(S(=O)(=O)Nc2cc(OC)c(OC)cc2C(=O)OC)cc1OCC	1
3	COc1ccc(NC(=O)N(C)CC(O)COCCOC(C)C)cn1 (stereo unspecified)	-7
4	CC(C)CN(Cc1ccsc1)C(=O)Cn1cnc2ccsc2c1=O	-7
5	CC(=O)NC1CCN(C(=O)c2cccc(CC3CCNCC3)c2)CC1	-13
6	CCCCC(=O)Nc1oc2c(C)cccc2c(=O)c1-c1cc(OC)c(OC)c(OC)c1	-8
7	Cc1c(C(=O)N2CCCC(N3CCc4ccccc4C3)C2)cnc2ccnn12 (stereo unspecified)	-5
8	Cc1c(C(C)NC(=O)C2CCOCC2)cnn1-c1ccccn1 (stereo unspecified)	-3
9	O=P1(Nc2ccc(Br)cc2)C=C(c2ccccc2)OC(c2ccccc2)=C1	-13
10	Nc1ccc2c(c1)CN(S(=O)(=O)c1ccccc1)CC2	-9
11	CCC(C)c1ccc(NC(C)c2nc3sc(C)c(C)c3c(=O)[nH]2)cc1 (stereo unspecified)	-4
12	O=C(CSCC(=O)N1CCOCC1)Nc1ccc2cn[nH]c2c1	11
13	COc1ccc(CSc2nnc(N)s2)cc1F	-11
14	CCCCS(=O)(=O)Nc1ccc(NS(=O)(=O)CCCC)cc1	-7
15	C=CCn1c(SCc2nccn2C(F)F)nc2ccc(Cl)cc2c1=O	-6

Of the compounds above, these have nitrogen in an aromatic ring.
cpd	compound	mcGAS MS inh
1	O=c1cnn([C@@H]2O[C@H](CO)[C@@H](O)[C@H]2O)c(=O)[nH]1	-1
3	COc1ccc(NC(=O)N(C)CC(O)COCCOC(C)C)cn1 (stereo unspecified)	-7
4	CC(C)CN(Cc1ccsc1)C(=O)Cn1cnc2ccsc2c1=O	-7
7	Cc1c(C(=O)N2CCCC(N3CCc4ccccc4C3)C2)cnc2ccnn12 (stereo unspecified)	-5
8	Cc1c(C(C)NC(=O)C2CCOCC2)cnn1-c1ccccn1 (stereo unspecified)	-3
11	CCC(C)c1ccc(NC(C)c2nc3sc(C)c(C)c3c(=O)[nH]2)cc1 (stereo unspecified)	-4
12	O=C(CSCC(=O)N1CCOCC1)Nc1ccc2cn[nH]c2c1	11
13	COc1ccc(CSc2nnc(N)s2)cc1F	-11
15	C=CCn1c(SCc2nccn2C(F)F)nc2ccc(Cl)cc2c1=O	-6

Further compounds follow.
cpd	compound	mcGAS MS inh
16	Cc1cc(O)c(C(c2cccnc2)N2CCN(CCO)CC2)c(=O)n1Cc1ccccc1 (stereo unspecified)	-1
17	CC(C)(C)P(=NC(=S)N1CCN(c2ccccc2)CC1)(N1CCOCC1)N1CCOCC1	9
18	CCN(c1ccccc1)S(=O)(=O)c1cc(NC(=O)C2CC2)ccc1Cl	6
19	Cc1c(Br)c([N+](=O)[O-])nn1CC(=O)N1CCN(Cc2ccccc2)CC1	-9
20	CCN(C(=O)c1cc(COC)on1)C(C)C(C)C (stereo unspecified)	-8
21	CC(=O)c1[nH]c(C)c(C(=O)N(C)Cc2sccc2C)c1C	1
22	CS(=O)(=O)Nc1ccc(OC(F)F)c(Cc2ccccc2)c1	-11
23	Cc1[nH]n2c(=O)cc(-c3ccccc3)nc2c1-c1ccc(F)cc1	1
24	CCc1nc(CNC(=O)Nc2ccc3c(c2)CCO3)cs1	-3
25	c1coc(C2=Nc3ccccc3SC(c3cccs3)C2)c1 (stereo unspecified)	-6
26	CCN1CCN(C(c2ccc(F)cc2)C2Sc3nc(C)nn3C2=O)CC1 (stereo unspecified)	-7
27	O=S(=O)(c1ccc(F)c(F)c1)N1CCN(c2ccc(O)cc2)CC1	-5
28	Cc1ccc(NC(=O)Cn2nc(C)c([N+](=O)[O-])c2C)nc1	-14
29	COc1ccc(Cl)cc1C(=O)C1CCCN(Cc2cccc3c2OCO3)C1 (stereo unspecified)	-12&-7
30	Brc1cccc(-c2noc(CSc3nnnn3C3CC3)n2)c1	-10
31	CC1Oc2ccccc2OC1C(=O)OC(C(N)=O)c1ccccc1 (stereo unspecified)	-17
32	Cn1cccc1C(=O)NC(=O)COC(=O)C=Cc1ccc(Br)o1	-1
33	COC(CN(C)S(=O)(=O)c1cc2c3c(c1)CCN3C(=O)CC2)OC	-4
34	O=C(NCC(F)(F)F)c1cc(COc2ccc3c(c2)OCO3)[nH]n1	-5
35	CCn1c(C)cc(O)c(C(c2ccc(SC)cc2)N2CCN(CCO)CC2)c1=O (stereo unspecified)	-7
36	Nc1nc(N2CCOCC2)cc(N2C[C@H](O)[C@@H](N3CCCCC3)C2)n1	6
37	COc1cccc(NC(=O)C2(C)CCN2C2Cc3ccccc3C2)c1 (stereo unspecified)	-8
38	Cc1ccc(C(=O)NCC(O)c2ccc(F)c(F)c2)cc1 (stereo unspecified)	-20
39	c1ccc(CN2CCN(Cc3ccccc3)C2c2ccc[nH]2)cc1	-3
40	CCNC(=O)C(=O)NCc1csc(Br)c1	1
41	FC(F)(F)c1ccc(-c2noc(CN3CCC(N4CCSCC4)CC3)n2)cc1	-8
42	Cc1nc(-c2cc(C)n(CC(=O)N=c3sccn3C)c2C)cs1	16
43	Cc1ccc(Cn2nc(-c3ccc(Br)cc3)ccc2=O)cc1	-8
44	Cc1csc(NC(=O)CSc2nc(-c3ccccc3)nc3c2c(=O)n(C)c(=O)n3C)n1	5
45	O=C(c1ccccc1)C1CCN(C(=O)CC2COCCN2)CC1 (stereo unspecified)	-20
46	CN1CCN(NC(=O)c2csc(-c3cc4ccccc4[nH]3)n2)CC1	11
47	CN(C)c1nc(-c2ccccn2)nc2c1CCN(C(=O)C1CC1(C)C)C2 (stereo unspecified)	-10
48	Cc1ccc(Cl)cc1N1CCN(c2nc3c(c(=O)[nH]c(=O)n3C)n2CC(=O)O)CC1	9
49	CN1CCN(CCCNC(=O)C2CC(=O)N(C3CCCC3)C2)CC1 (stereo unspecified)	0
50	CC1Sc2ccccc2N(Cc2cccc(F)c2)C1=O (stereo unspecified)	25
51	O=C(Nc1cc2c(cc1Cl)OCO2)c1csc(-c2ccccc2)n1	-11
52	CC(C)OC(=O)C(C(=O)C(F)(F)F)c1cc(NS(=O)(=O)c2ccc(C(C)C)cc2)ccc1O (stereo unspecified)	-5
53	CCN(CC(=O)N(C1CCC(C)CC1)C1CC1)CC(C)C#N (stereo unspecified)	-6
54	Cc1ccc(N2CN(CC(=O)N(C)C3CCCCC3)S(=O)(=O)c3cccnc32)cc1	-1
55	O=C(NC1CCCN(c2cccc(F)c2)C1)c1csnn1 (stereo unspecified)	-7
56	CN(C)S(=O)(=O)c1ccc(N=Nc2sc(N)nc2-c2cc(F)ccc2F)cc1	-10&1
57	Cn1c2ccccc2n2c3cnc(N4CCOCC4)nc3c(=O)c(C#N)c12	-7
58	O=c1c2c3c(sc2[nH]c(=S)n1Cc1ccco1)CCCC3	-3
59	O=C(Nc1ccc(F)cc1)NC1CCN(C(=O)CCc2ccco2)CC1	1
60	O=S(=O)(O)CCC[n+]1c(C=Cc2ccc(C(F)(F)F)cc2)sc2ccccc21	53
61	Cc1onc(-c2ccccc2Cl)c1C(=O)N(Cc1ccccc1)C(C)C	-3
62	CS(=O)Cc1cccc(C(=O)NNC(=O)C23CC4CC(CC(C4)C2)C3)c1 (stereo unspecified)	-2
63	CC(C)NC(=O)C1CCCN(Cc2cccc(F)c2)C1 (stereo unspecified)	-8
64	COc1cc(C(=O)N2CCC(C(=O)O)CC2)cc(OC)c1C	-3
65	Cc1c(Br)c(C(F)(F)F)nn1CC(=O)Nc1cccc(O)c1	-11
66	Cc1cnc(N2CCc3[nH]nc(C(C)C)c3C2)nc1N(C)C	-19
67	O=C(NS(=O)(=O)c1cccs1)c1cc(Cl)c2c(c1)OCCO2	-4
68	O=S(=O)(c1ccccc1)N1CCCC(OCc2cccc(C(F)(F)F)c2)C1 (stereo unspecified)	-6
69	Nc1nc2cc(Cl)cc(Br)c2o1	-6
70	CCS(=O)(=O)N1CCN(c2nccc(N3CCCC(O)C3)n2)CC1 (stereo unspecified)	-11
71	CCNc1cc(NCCNC(=O)C(C)(C)C)nc(C)n1	-6
72	O=c1c([N+](=O)[O-])c(NCCc2ccccc2)c2ccccc2n1-c1ccccc1	-1
73	O=C(C1CCC1)N1CCCN(Cc2cccc3cnccc23)CC1	-2
74	Cc1nccn1Cc1ccccc1NC(=O)c1ccc(C2CCCN2)s1 (stereo unspecified)	3
75	CCCn1cnnc1CN(C)Cc1nc(-c2ccco2)oc1C	-17

Additional compounds.
cpd	compound	mcGAS MS inh
76	O=C(O)CSc1ccc(S(=O)(=O)C(F)(F)F)cc1[N+](=O)[O-]	-7
77	Cc1ccc(S(=O)(=O)N(C)CC(=O)c2cc(C)n(C3CC3)c2C)cc1	4
78	O=C1COc2cc(C(=O)N(Cc3ccc(C(=O)NC4CC4)cc3)C3CC3)ccc2N1	-9
79	CCC1CCCN(Cc2ccc(-n3ccnc3)nc2)C1 (stereo unspecified)	-11
80	Cc1ccc2nc(C)c(C(=O)NC3CC(=O)N(CCc4ccccc4)C3)n2c1 (stereo unspecified)	-25
81	O=C(COC(=O)C1CC1c1ccc(Cl)cc1)C1CC1 (stereo unspecified)	11
82	O=C(Cc1ncc[nH]1)c1ccccc1	-3
83	CCC(=O)C1=C(c2ccc([N+](=O)[O-])cc2)N(C(=O)CC)n2cnnc2S1	-12
84	COc1ccc2ccccc2c1C=NN=c1sc2ccccc2n1C	-3
85	Cc1ccccc1CCC1CCCN(Cc2nnc(-c3cccnc3)o2)C1 (stereo unspecified)	-17
86	COCCn1ccc2c(nnc3c(-c4ccc(F)cc4)c(COC)nn32)c1=O	-14
87	O=C(CNC(c1ccccc1)c1ccccc1)NC(=O)NC1CCCC1	-1
88	CNC(=O)c1ccc(CNCc2ccccc2N2CCN(C(C)=O)CC2)cc1	-1
89	COc1cc(C2c3c(sc(C(C)=O)c3N)N=C3CCCC(=O)C32)cc(OC)c1OC (stereo unspecified)	-2
90	COCCOc1ccccc1C(=O)NC(C)c1cc(F)ccc1F (stereo unspecified)	-16
91	Cc1nc2cc(NC(=O)Cc3ccccc3)ccc2s1	-2
92	Cc1cccc(N2CCN(C(=O)c3c(-c4ccccc4)noc3C)CC2)c1C	-2
93	O=C(c1ccc(-n2cccn2)cc1)N(Cc1cccc(OCC2CCOC2)c1)Cc1ccccn1 (stereo unspecified)	-7
94	CC1CC2CCCCC2N1C(=O)Nc1nc(C2CC2)cs1 (stereo unspecified)	-4
95	O=C(CCN1CCC(c2nnc3ccccn23)CC1)NC1CCCCCC1	1
96	Cc1noc(C)c1CS(=O)(=O)c1n[nH]c(C2CC2)n1	4
97	CCOC(=O)c1ccc2nc(NC(=O)/C=C/c3ccc([N+](=O)[O-])cc3)sc2c1	-5
98	CCCS(=O)(=O)N1CCCC1C(=O)NNC(=O)c1ccc2ccccc2n1 (stereo unspecified)	-2
99	N#Cc1nc(N2CCCC2)nc(N2CCCC2)n1	-24
100	Cc1cn(Cc2cccc(C(=O)N3CCOCC3)c2)c(=NC(=O)c2ccco2)s1	-1
101	CCCc1ncncc1C(=O)N1CCN(C)C(C(=O)O)C1 (stereo unspecified)	-11
102	CCCC(C)(C)NC(=O)C(C)n1c(-c2cccs2)n[nH]c1=S (stereo unspecified)	40
103	COC(=O)c1cc2n(n1)CCCN(C(=O)c1c(C)[nH]c(C(C)=O)c1C)C2	-11
104	O=C(c1csc(-c2cccs2)n1)N1CCCC(Nc2ccccc2)C1 (stereo unspecified)	-2
105	C(#Cc1ccc(C#CCN2CCCC2)cc1)CN1CCCC1	-1
106	Cc1cccc(C(=O)N2CCC3(CCCN(CCCc4ccccc4)C3=O)C2)n1 (stereo unspecified)	-10
107	Cc1oc(-c2cc3c(cc2Cl)OCO3)nc1CN(C)Cc1ccc(C(F)(F)F)cc1	-7&-5
108	Cc1ccc(N(CCC#N)C(=O)c2ccc[nH]2)cc1C	-4
109	O=c1[nH]c(CSc2cccc[n+]2[O-])nc2sc3c(c12)CCC3	-8
110	CC(=O)N1CCC(N2CCOC(CC(c3ccccc3)c3ccccc3)C2)CC1 (stereo unspecified)	-1
111	COc1ccc(OCc2cc(C(=O)NCc3ccncc3C)n[nH]2)c(Cl)c1	-10
112	CC(c1cccc(O)c1)N(C)Cc1nnc(-c2cccc(C#N)c2)o1 (stereo unspecified)	-2
113	COc1ccc(-n2nc(C(=O)c3ccco3)cc(NC(C)=O)c2=O)cc1	-5
114	N#Cc1ccc(C(=O)N2CCN(Cc3ccncc3)CC2)cc1	4
115	Cc1nnc(CSc2nnc(-c3ccccc3)n2C)o1	-11
116	NS(=O)(=O)c1ccc(CCNC(=O)C(=O)NCC2OCCN2C(=O)c2cccs2)cc1 (stereo unspecified)	-7
117	CCCCCCNC(=O)/C(C#N)=C1\N=C(NC(=O)c2ccccc2)c2ccccc21	-6
118	COc1cc(C(=O)OCc2ccccc2F)cc(OC)c1Br	3
119	CCN(CC)Cc1cnc2c(C(=O)N3CCCC3c3nc(C)no3)cnn2c1 (stereo unspecified)	-9
120	COCCn1cc(NC(=O)NCc2ccc(C)cc2)c2ccccc21	-3
121	Cc1cc(NC(=O)C2Cc3ccccc3O2)ccc1-n1cnnn1 (stereo unspecified)	-8
122	O=C(c1ccc2nccnc2c1)N1CCCC(N2CCc3ccccc3C2)C1 (stereo unspecified)	11
123	O=C(CN1CCNCC1)N1CCCCC1	-2
124	Cc1cnccc1CN(C)C(=O)C1(c2cccs2)CC1(C)C (stereo unspecified)	-17
125	CC(=O)Nc1c(I)c(C(=O)N[C@H]2C(O)O[C@H](CO)[C@@H](O)[C@@H]2O)c(I)c(N(C)C(C)=O)c1I (stereo partly specified)	-8
126	CC1CCCCN1C(C)CNC(=O)NCCCn1cncn1 (stereo unspecified)	-7
127	CN(CCO)CC(=O)NC1C2CC3CC(C2)CC1C3 (stereo unspecified)	-4
128	O=C1CC(C(F)(F)F)N(C(=O)COc2cccc(Br)c2)CCN1 (stereo unspecified)	-5
129	CN(Cc1cc(C(C)(C)C)n[nH]1)C1CCCNC1 (stereo unspecified)	4
130	CCC(CC)C(=O)NCCNc1ccc(Nc2cccc(C)n2)nn1	-6
